SMN2 splice up: qHTS Assay for Enhancers of SMN2 Splice Variant Expression. AID 1458, 2008. Potency, µM (series often up to 46.1 µM), without a hit: at the top dose activity change, positive = activation, most hits filed as activators. HEK293 SMN2-luciferase splicing reporter, luminescence, 30-36 h. actives 2.8% (n = 210,000); note: % of control where 0% means no effect; nearly all actives have a fitted effect of over 55% in size
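qHTS luciferase splicing reporter: luminescence rises when SMN2 exon 7 is included in transfected HEK293 cells. Compound exposure lasted 30-36 h at 37C, with 4.5 mM final sodium butyrate as control, followed by a ONE-Glo read.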
KDM4E inh: qHTS Assay for Inhibitors of Human Jumonji Domain Containing 2E (JMJD2E) | Lysine-specific demethylase 4E (Homo sapiens), B2RXH2 | JMJD2E catalytic domain, FDH-coupled NADH fluorescence (FDH is formaldehyde dehydrogenase) | Potency, µM (doses to about 57.1 µM), for the others: at the top dose activity change, negative = inhibition, usual class: inhibitors | actives 1.6% (n = 230,000) | AID 2147, 2009; active = well fitted inhibition curve with a large enough effect, not every such curve was filed as active; inconclusive = small, poorly fitted or top-dose-only effect, or another doubt; inactive = no such curve, though single readings can be large or run the other way;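 note: 0% = wells with enzyme and -100% = buffer wells without enzyme; nearly all actives have a fitted effect of over 50% in size; many of its hits are not listed in these tables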
Target sequence (B2RXH2 1-337 limits assumed): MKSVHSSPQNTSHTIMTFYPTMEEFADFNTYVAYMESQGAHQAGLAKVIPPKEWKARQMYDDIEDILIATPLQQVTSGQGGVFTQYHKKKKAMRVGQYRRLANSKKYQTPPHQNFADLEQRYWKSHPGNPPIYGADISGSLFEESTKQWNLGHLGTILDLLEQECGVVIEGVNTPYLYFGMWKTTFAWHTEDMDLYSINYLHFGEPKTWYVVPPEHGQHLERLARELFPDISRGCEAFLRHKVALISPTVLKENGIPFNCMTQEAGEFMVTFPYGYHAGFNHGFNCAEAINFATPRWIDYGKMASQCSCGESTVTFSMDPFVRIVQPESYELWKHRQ
Tau fibril ThT: qHTS for Inhibitors of Tau Fibril Formation, Thioflavin T Binding; Microtubule-associated protein tau (Homo sapiens), P10636; recombinant tau K18 P301L (four-repeat tau fragment), heparin-induced fibrillization, ThT fluorescence; Potency, µM (series often up to 57.4 µM), without a hit: top-dose activity, negative = inhibition, hits mostly inhibitors; actives 2.1% (n = 270,000); AID 1460, 2008; note: % is set by controls: 0 for no effect and ±100 for the full control effect; nearly all actives have a fitted effect of over 55% in size
Target sequence (P10636 561-689 P618L limits assumed): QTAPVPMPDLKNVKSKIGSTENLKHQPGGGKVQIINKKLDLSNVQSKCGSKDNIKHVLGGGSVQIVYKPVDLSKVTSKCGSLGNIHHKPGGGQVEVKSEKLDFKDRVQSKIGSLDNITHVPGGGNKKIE
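Recombinant human tau K18 fragment […] carrying P301L, 15 uM unlabeled plus 0.24 uM Alexa 594-labeled, was fibrillized with 20 uM heparin in 100 mM sodium acetate pH 7 for 6 hr at 37 C; 30 uM ThT fluorescence read after 1 hr.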
ALDH1A1 block: qHTS Assay for Inhibitors of Aldehyde Dehydrogenase 1 (ALDH1A1) | Purified ALDH1A1, NADH fluorescence, propionaldehyde substrate | Potency, µM (top dose mostly 75.3 µM), for inactives: at the highest dose activity, negative = inhibition, actives largely listed as inhibitors | actives 7.3% (n = 220,000) | AID 1030, 2008 | Aldehyde dehydrogenase 1A1 (Homo sapiens), P00352; active = well fitted inhibition curve with a large enough effect, not every such curve was filed as active; inconclusive = small, poorly fitted or top-dose-only effect, or another doubt; inactive = no such curve, though single readings can be large or run the other way;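 note: plate controls were no enzyme wells and a reference inhibitor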
Target sequence (P00352 whole entry, looked up): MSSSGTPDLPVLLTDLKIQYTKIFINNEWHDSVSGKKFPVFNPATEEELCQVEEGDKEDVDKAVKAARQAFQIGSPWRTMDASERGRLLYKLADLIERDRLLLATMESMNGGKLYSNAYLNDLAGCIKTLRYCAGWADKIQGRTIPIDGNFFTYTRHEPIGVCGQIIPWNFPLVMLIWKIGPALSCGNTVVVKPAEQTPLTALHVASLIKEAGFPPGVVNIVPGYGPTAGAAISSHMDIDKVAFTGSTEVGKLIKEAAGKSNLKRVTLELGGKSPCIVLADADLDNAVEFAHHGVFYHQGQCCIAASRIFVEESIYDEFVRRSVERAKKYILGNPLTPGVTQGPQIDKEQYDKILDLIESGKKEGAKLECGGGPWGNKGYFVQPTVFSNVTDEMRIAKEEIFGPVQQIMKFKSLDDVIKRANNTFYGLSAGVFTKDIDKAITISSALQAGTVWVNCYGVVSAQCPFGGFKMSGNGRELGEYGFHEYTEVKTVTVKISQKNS
Luc counter: Counterscreen for Luciferase (Kinase-Glo TM) Inhibition. actives 0.28% (n = 200,000). AID 1379, 2008. Luciferin 4-monooxygenase (Photuris pensylvanica), Q27757. Potency, µM (highest dose often 38.3 µM), without a hit: at the highest dose activity change, negative = inhibition, actives largely listed as inhibitors. Kinase-Glo luciferase, ATP luminescence, 8 min; note: % is set by controls: 0 for no effect and ±100 for the full control effect; nearly all actives have a fitted effect of over 60% in size
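Inhibition of Kinase-Glo luciferase light generation was assessed at 10 uM ATP in pH 7.2 imidazole buffer, with luminescence measured after eight minutes at ambient temperature.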
Lamin A splicing: qHTS Assay for Modulators of Lamin A Splicing | HeLa LMNA splicing GFP/RFP minigene ratio, 48 h | AID 1487, 2009 | actives 0.01% (n = 200,000) | Potency, µM (series often up to 46.1 µM), inactives show at the highest dose ratio change, negative = inhibition, usual class: inhibitors; active = well fitted inhibition curve with a large enough effect in the signal ratio, with a control signal flat, not every such curve was filed as active; inconclusive = small, poorly fitted or top-dose-only effect, or effect the other way, or a change in a side signal; the % refers to the signal ratio; note: % is set by controls: 0 for no effect and ±100 for the full control effect
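S3 HeLa cells stably expressing lamin A-EGFP splicing minigene plus DsRed2, 600 cells/well, 48 h compound exposure at 37C. Laser-scanning cytometry; analysed as GFP (500-530 nm)/RFP (575-640 nm) total intensity ratio; 0.5% DMSO vehicle.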
L3MBTL1 inh: qHTS Assay for the Inhibitors of L3MBTL1. AlphaScreen L3MBTL1–H3K9me1 peptide binding. Potency, µM (titrated, usually from 57.1 µM), without a hit: top-dose activity, negative = inhibition, most hits filed as inhibitors. actives 0.66% (n = 230,000). AID 485360, 2010; note: % is set by controls: 0 for no effect and ±100 for the full control effect; nearly all actives have a fitted effect of over 60% in size
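Displacement of a biotinylated histone H3(1-15) peptide monomethylated at Lys9 (75 nM) from L3MBTL1 (50 nM) was measured by AlphaScreen after a 30 min room-temperature compound incubation; cefsulodin titration served as intraplate control.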
RECQ1 helicase: qHTS Assay for Inhibitors of RecQ-Like Dna Helicase 1 (RECQ1). Potency, µM (series often up to 57.3 µM), for the others: at the highest dose activity, negative = inhibition, actives largely listed as inhibitors. actives 0.54% (n = 240,000). RECQ1 DNA unwinding, red fluorescence kinetic read. AID 2549, 2010;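 note: plate controls were vehicle for no effect and no enzyme for full effect; nearly all actives have a fitted effect of over 30% in size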
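50 nM RECQ1T1 preincubated 15 min with compound in Tris pH 8.0 buffer with MgCl2, DTT, Tween-20 and 2.5 ug/ml poly(dI-dC); started with 200 nM TAMRA/BHQ-2 forked duplex and 2 mM ATP. Unwinding read as fluorescence (525/598 nm), two reads 2 h apart.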
Starred values were filed as active, the others as inactive; i = inactive; ? = inconclusive; · = no result given; & = joins results of further samples; [ ] = dose if it differs, or a comment. Unless noted, calls come from the whole dose curve; as a rule, active = well fitted curve in the direction sought with a large enough effect; inconclusive = small, poorly fitted or top-dose-only effect, or another doubt; inactive = no such curve, though single readings can be large; an effect the other way counts as inactive or inconclusive. Potency is the fitted concentration of half-maximal effect. Some of the compounds tested, so the mix of outcomes need not match the whole.

Every second line gives: SMN2 splice up, KDM4E inh, Tau fibril ThT, ALDH1A1 block, Luc counter, Lamin A splicing, L3MBTL1 inh, RECQ1 helicase
1) NC(=O)C1CCN(c2cc(N3CCOCC3)ccc2[N+](=O)[O-])CC1
  9%, 7%, ?, ?, -1%, 25%[46 µM], 2%, i
2) C=CCn1c(SCC(=O)Nc2nccs2)nnc1-c1ccco1
  -7%, 5%, -7%, ?, -1%, 5%, 1%, -6%
3) CCC(C)[C@H](NC(=O)N1CCCCC1)C(=O)OC (stereo partly specified)
  ·, -2%, 3%, ·, ·, ·, 7%, 10%
4) O=C1c2ccncc2C(=O)N1c1cccc(Cl)c1
  -37%[inhibitor], ?, -4%, 23%, 2%, 13%[46 µM], ·, -4%
5) C=C(C)c1cccc(C(C)(C)NC(=O)NCC2CCCO2)c1 (stereo unspecified)
  -12%, 3%, 6%, -8%, 0%, 3%, -12%, -11%
6) Cc1ccc(NC(=O)CSCC#N)cc1
  -12%, 6%, 1%, 3%, -2%, -2%, ·, -8%
7) CC(NC(=O)C1CCN(S(=O)(=O)c2cc([N+](=O)[O-])ccc2Cl)CC1)c1ccccc1 (stereo unspecified)
  -27%, 10%, -3%, ?, 0%, 0%, 6%, -2%
8) COC(=O)C1=C(C)NC2=C(C(=O)CC(C)(C)C2)C1c1cn(Cc2ccc(Br)cc2)nc1-c1ccccc1 (stereo unspecified)
  -4%, 4%, 6%, ?, 2%, 26%, 2%, -8%
9) CNS(=O)(=O)c1ccc(Oc2ccc(S(=O)(=O)NC)cc2)cc1
  -68%[inhibitor], 1%, -7%, 6%, 4%, ?, ·, -5%
10) Cn1c(SCc2c(Cl)cccc2Cl)nnc1-c1cccs1
  1%, -1%, 0%, -7%, -9%, ?, 3%, -7%
11) O=C(O)CCCCCCC1C(=O)NC(=O)N1CCC(O)C1CCCCC1 (stereo unspecified)
  -23%, -1%, -3%, -1%, -4%, ?, -7%, -15%
12) CC(C)(C)NC(=O)Cn1nnc(-c2cccs2)n1
  ?, -5%, -3%, 5%, 1%, 0%, 7%, 2%
13) CC(C)(C)NC(=S)N/N=C/c1c(Cl)cccc1Cl
  ·, -5%, -9%, 7%, ·, ·, 11%, i
14) COc1cccc(-c2noc(C3CCCN(C(=O)CC(C)(C)C)C3)n2)c1 (stereo unspecified)
  ·, -2%, -9%, 1%, -1%, 8%[46 µM], -3%, 14%
15) CCCc1nc(SCC(=O)N2CCCc3ccccc32)c2c(=O)n(C)c(=O)n(C)c2n1
  -11%, 4%, ?, -4%, -2%, -4%, 11%, -6%
16) Cc1csc2ncc(C(=O)N3CCCc4ccccc43)c(=O)n12
  -12%, ?, -17%, ?, 0%, -5%, 6%, 0%
17) CN(Cc1ccccc1)c1ccc(N2C(=O)CCC2=O)cc1[N+](=O)[O-]
  -4%, 5%, ?, -1%, 0%, ·, ·, i
18) CC[C@H](C)[C@H](NC(N)=O)C(=O)NCCc1ccc(OC)c(OC)c1
  -4%, -3%, 1%, 1%, 0%, ·, 6%, i
19) COC(=O)CNC(=O)COC(=O)/C=C/c1ccc2ccccc2n1
  3%, ?, ?, ?, -1%, ?, 0%, i
20) COC(=O)[C@@]1(Cc2ccc(F)cc2)[C@H]2c3cc(C(=O)N4CCCC4)n(Cc4cccc5ccccc45)c3C[C@H]2CN1C(=O)c1ccccc1
  -54%[inhibitor], -8%, -11%, -4%, -3%, ·, ·, i

An excerpt of these results, in transposed form.
[17] CN(Cc1ccccc1)c1ccc(N2C(=O)CCC2=O)cc1[N+](=O)[O-]
[18] CC[C@H](C)[C@H](NC(N)=O)C(=O)NCCc1ccc(OC)c(OC)c1
[19] COC(=O)CNC(=O)COC(=O)/C=C/c1ccc2ccccc2n1

| Screen / compound no. | 17 | 18 | 19 |
| --- | --- | --- | --- |
| SMN2 splice up | -4% | -4% | 3% |
| KDM4E inh | 5% | -3% | ? |
| Tau fibril ThT | ? | 1% | ? |
| ALDH1A1 block | -1% | 1% | ? |
| Luc counter | 0% | 0% | -1% |
| Lamin A splicing | · | · | ? |
| L3MBTL1 inh | · | 6% | 0% |
| RECQ1 helicase | i | i | i |

(continued)
Every second line gives: SMN2 splice up, KDM4E inh, Tau fibril ThT, ALDH1A1 block, Luc counter, Lamin A splicing, L3MBTL1 inh, RECQ1 helicase
21) COc1ccc(CCNc2ncnc3c2[nH]c2cc(OC)c(OC)cc23)cc1OC
  ·, ?, ?, ·, ·, -23%[46 µM], ·, 14µM*
22) CCCC(=O)c1ccc2c(c1)OCCO2
  17%, 1%, -5%, 3%, -6%, -5%, ·, -9%
23) COc1ccc(/C=N/NC(=O)c2cc(=O)[nH]c3ccccc23)cc1OC
  1%, ?, -4%, ?, -1%, ·, ·, -1%
24) COc1cccc(NC(=O)Cn2c(CCC(=O)O)ccc2-c2ccc(Cl)cc2)c1
  ·, 28µM*, -19%, 25µM*, 1%, ?, -19%, -9%
25) O=C1CC(N2CCN(Cc3ccccc3)CC2)C(=O)N1CCc1ccccc1 (stereo unspecified)
  -22%, 0%, -5%, -16%, 3%, 7%, -3%, -15%
26) CC(=O)c1ccc(Sc2ccccc2)cc1
  -5%, -4%, -12%, ?, 8%, -4%, 28%, -8%
27) O=C(NCc1ccccc1F)c1ccc2c(c1)OCO2
  -9%, 2%, -9%, -1%, -10%, -6%, ·, -5%
28) COc1cc(OC)c(OC)cc1CN(C)CCc1ccccn1
  7%, ?, -4%, ?, -2%, -1%, 7%, -4%
29) CC(C)Nc1nnc(SCC(=O)c2c[nH]c3ccccc23)s1
  -13%[1.84 µM], 3%, -6%, -16%, -2%, ?, 7%, -11%
30) O=C(CSc1nnnn1C1CCCCC1)Nc1cccc(NC(=O)c2ccco2)c1
  -1%, -5%, ?, 28µM*, 0%, ?, 6%, -19%
31) CC(C)(C)c1ccc(-c2noc(-c3ccno3)n2)cc1
  ·, -3%, -9%, -8%, ·, ·, 42%[activator], -1%
32) Cc1noc(C)c1COC(=O)CN(C)S(=O)(=O)c1ccc(Cl)cc1
  11%, 6%, -6%, -8%, 0%, -3%, ·, 5%
33) COc1ccc(N2CCN(c3nc4c(c(=O)n(C)c(=O)n4C)n3CCCc3ccccc3)CC2)cc1
  -6%, 2%, -5%, 16%, -2%, 6%, -4%, -8%
34) O=c1c2ccccc2nc2n1C(CSCc1ccccc1)CS2 (stereo unspecified)
  -58%[inhibitor], 16%, -4%, ?, 0%, ?, ?, -13%
35) COc1ccccc1C1C(C#N)=C(N)Oc2c1c(-c1ccccc1)nn2-c1ccccc1 (stereo unspecified)
  -13%, ?, ?, 2%, -2%, ?, -6%, -1%
36) O=C(Nc1ccccc1)C1=C[C@@H](c2coc3ccccc3c2=O)C[C@@H](OCc2ccc(CO)cc2)O1
  ·, 7%, -5%, 0%, ·, ·, 2%, -20%
37) COc1cccc(C(=O)COC(=O)C(C)N2C(=O)c3ccccc3C2=O)c1 (stereo unspecified)
  -6%, -2%, 0%, -15%, 3%, 1%, 6%, i
38) COCCN1C(=O)N[C@@H](c2cccc(C(F)(F)F)c2)[C@H](C(=O)OC)[C@H]1C
  -8%[9.22 µM], 0%[11.4 µM], 5%[11.5 µM], 14%[13.5 µM], -7%[7.66 µM], -10%[9.22 µM], ·, 5%[11.5 µM]
39) CNC(=S)NNC(=O)c1ccc(C(C)(C)C)cc1
  ·, 12%, -4%, -10%, ·, ·, 4%, i
40) CN1CCN(c2ccc([N+](=O)[O-])cc2/C=N/NC(=O)c2ccc(F)cc2)CC1
  2%, 9%, -11%, -1%, -1%, -9%, ·, i

Carrying on:
| entry | SMILES | SMN2 splice up | KDM4E inh | Tau fibril ThT | ALDH1A1 block | Luc counter | Lamin A splicing | L3MBTL1 inh | RECQ1 helicase |
| --- | --- | --- | --- | --- | --- | --- | --- | --- | --- |
| 41 | COc1cccc(-c2cc3nc4c(c(N5CCC6(CC5)OCCO6)n3n2)CCCC4)c1 | -21% | ? | ? | ? | -1% | ? | 6%[11.4 µM] | -5% |
| 42 | CCN1C(=O)C(CC(=O)Nc2ccc(F)cc2)N(Cc2ccco2)C1=S (stereo unspecified) | -7% | 4% | -3% | ? | 1% | 19%[46 µM] | -2% | i |
| 43 | COc1ccc(/C=N/NC(=S)NCC2CCCO2)cc1 (stereo unspecified) | · | -5% | 2% | · | · | · | -4% | 2% |
| 44 | Cc1ccc(OC(=O)COc2ccccc2)c(-n2nc3ccccc3n2)c1 | 20% | ? | ? | ? | -2% | 8% | · | i |
| 45 | CC(=O)Nc1ccc(S(=O)(=O)c2ccc(N)cc2)cc1 | -9% | 8% | -7% | 13% | -2% | 2% | 0% | 7%&4% |
| 46 | O=C(O)CC/C(=N/NC(=O)CNC(=O)Cc1ccccc1)c1ccccc1 | · | -2% | -4% | · | · | · | 0% | -2% |
| 47 | COc1ccc(-c2csc3ncn(CC(=O)N4CCOCC4)c(=O)c23)cc1 | · | -14% | -1% | -11% | -2% | · | -7% | -10% |
| 48 | CCC1=C2CC[C@H]3C(=O)N(CC(=O)OC)C(=O)[C@H]3[C@H]2[C@@]2(C)C(=NCCc3c[nH]c4ccccc34)OC(=O)N2C1=O | 3% | -16% | -1% | -4% | 0% | · | · | -7% |

High-throughput results as filed in PubChem BioAssay.
